STK33 inh = STK33 kinase inhibitors, primary screen, biochemical, luminescence, ADP-Glo, MBP substrate. inhibition, % at 12.5 µM. hit rate 0.44% among 27,000. Serine/threonine-protein kinase 33 (Homo sapiens), Q9BYT3; in the data active = inhibition above about 20%
Target sequence (Q9BYT3 whole entry, looked up): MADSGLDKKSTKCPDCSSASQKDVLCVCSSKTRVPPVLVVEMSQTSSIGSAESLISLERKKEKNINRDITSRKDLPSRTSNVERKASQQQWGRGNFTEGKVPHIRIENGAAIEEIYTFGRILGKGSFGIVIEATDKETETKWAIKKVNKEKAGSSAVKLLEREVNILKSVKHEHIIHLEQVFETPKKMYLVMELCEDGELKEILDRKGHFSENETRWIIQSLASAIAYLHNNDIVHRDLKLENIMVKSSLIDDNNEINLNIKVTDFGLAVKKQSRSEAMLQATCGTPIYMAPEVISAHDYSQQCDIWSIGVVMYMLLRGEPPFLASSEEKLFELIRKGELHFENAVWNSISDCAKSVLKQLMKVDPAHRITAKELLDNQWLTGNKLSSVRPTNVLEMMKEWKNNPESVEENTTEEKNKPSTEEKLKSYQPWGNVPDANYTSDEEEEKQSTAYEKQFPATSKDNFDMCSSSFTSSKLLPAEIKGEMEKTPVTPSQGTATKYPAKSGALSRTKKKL
p53 PUMA act = mutant p53 pathway re-activators, primary screen, cell-based, SW480, luciferase, single point, HTS. SW480 PUMA-promoter luciferase, p53 mutant reactivation. activation, % at 9.98 µM. hit rate 1.5% among 28,000; in the data active = activation above about 52%
* marks the source's active call; other numbers are inactive results; / = not tested or not shown. Only part of the results is shown, so the mix of outcomes need not match the whole.

mol,STK33 inh,p53 PUMA act
COc1ccc(S(=O)(=O)N(C)C[C@H]2Oc3ccc(NS(=O)(=O)c4cccs4)cc3CC(=O)N([C@H](C)CO)C[C@H]2C)cc1,2.0,/
COc1ccc(NC(=O)Nc2cccc3c2O[C@@H](CN(C)Cc2ccncc2)[C@@H](C)CN([C@H](C)CO)C3=O)cc1,/,1.0
O=C(CSc1nc2ccccc2[nH]1)Nc1cccc(I)c1,-10.7,-4.0
Cc1nc2ccccc2nc1OCc1cccc([N+](=O)[O-])c1,-0.3,7.7
C[C@H](CO)N1C[C@H](C)[C@H](CN(C)C(=O)CCCN(C)C)OCCCC[C@H](C)Oc2ccc(NS(C)(=O)=O)cc2C1=O,/,11.3
COc1ccc(-c2nnc(SCC(=O)Nc3cccc(F)c3)n2C)cc1,1.5,-13.6
COc1ccc(CN(C)C[C@@H]2Oc3c(NC(=O)NC4CCCCC4)cccc3C(=O)N([C@H](C)CO)C[C@@H]2C)cc1,/,6.2
C[C@@H]1CN([C@H](C)CO)C(=O)c2cc(NC(=O)C3CC3)ccc2O[C@H]1CN(C)S(=O)(=O)c1cccs1,/,-3.9
O=C(NCCCn1ccnc1)c1nn2c(C(F)(F)F)cc(-c3ccccc3)nc2c1Cl,-0.2,7.8
C[C@H]1CN([C@@H](C)CO)C(=O)c2cccc(NC(=O)Nc3ccc(C(F)(F)F)cc3)c2O[C@H]1CN(C)C(=O)NC1CCCCC1,/,-45.6
CO[C@@H](C(=O)N(C)C[C@H]1OCc2ccccc2-c2c(n(C)c3ccccc23)C(=O)N([C@@H](C)CO)C[C@H]1C)c1ccccc1,/,8.1
COc1ccc(NC(=O)Nc2ccc3c(c2)C(=O)N([C@H](C)CO)C[C@H](C)[C@H](CN(C)C(=O)Nc2cccc4ccccc24)OCCCC[C@@H](C)O3)cc1,1.2,/
C[C@@H]1CCCCO[C@H](CN(C)S(=O)(=O)c2cn(C)cn2)[C@H](C)CN([C@@H](C)CO)C(=O)c2cc(NS(=O)(=O)c3cn(C)cn3)ccc2O1,/,-2.0
C[C@H](CO)N1C[C@H](C)[C@H](CN(C)S(=O)(=O)c2cccc(F)c2)Oc2ncc(-c3cccc(C(F)(F)F)c3)cc2C1=O,1.3,/
CC(=O)N/C(=C/c1ccc(Cl)c(Cl)c1)C(=O)O,-6.9,/
CC1(C(=O)c2ccccc2)C2c3c(ccc4ccccc34)OC(=O)C21C(=O)c1ccco1 (centres undefined),-1.4,-13.2
COc1ccc(NC(=O)N(C)C[C@H]2OCCCC[C@@H](C)Oc3ccc(NS(C)(=O)=O)cc3C(=O)N([C@H](C)CO)C[C@@H]2C)cc1,4.3,/
CC(=O)N(CC(C)C(=O)O)c1c(I)cc(I)c(N)c1I (centres undefined),-2.4,4.8
Cn1c(SCC(=O)Nc2ccc3c(c2)OCCO3)nnc1-c1cnccn1,0.2,5.8
COC(=O)c1c(-c2cccc(C)c2)csc1NC(=O)c1ccccc1[N+](=O)[O-],-4.7,44.2
CC(C)CC#Cc1ccc2c(c1)O[C@H](CN(C)Cc1cccnc1)[C@H](C)CN([C@H](C)CO)S2(=O)=O,/,-26.1
CN(C)CCCN1C(=O)C(=O)C(C(=O)c2ccco2)C1c1cccc([N+](=O)[O-])c1 (centres undefined),4.2,9.8
C[C@@H]1CN([C@@H](C)CO)C(=O)Cc2cc(NC(=O)c3ccncc3)ccc2O[C@H]1CN(C)S(=O)(=O)c1ccccc1,/,-7.0
Cn1c(SCc2nn[nH]n2)nc2c1c(=O)n(Cc1ccccc1Cl)c(=O)n2C,1.0,-13.1
C[C@H](CO)N1C[C@H](C)[C@H](CN(C)C)Oc2ccc(NS(C)(=O)=O)cc2C1=O,/,1.2
Cc1nn(CC(=O)NCc2cccnc2)c(C)c1[N+](=O)[O-],2.5,9.4
C=CCNC(=O)[C@H]1[C@@H]2C(=O)O[C@@H](c3ccccc3)[C@@H](c3ccccc3)N2[C@@H](c2ccc(O)cc2)[C@]12C(=O)N(C(=O)OCCOC)c1ccccc12,4.0,/
COCC(=O)N(C)C[C@@H]1Oc2cc(-c3ccccc3F)ccc2S(=O)(=O)N([C@H](C)CO)C[C@@H]1C,/,7.3
C[C@H](CO)N1C[C@H](C)[C@H](CN(C)Cc2ccccc2)Oc2ncc(Br)cc2C1=O,0.5,9.6
COC(=O)c1ccc(NC(=O)CSc2nnnn2-c2ccccc2OC)cc1,4.7,9.6
CC#CCOC(=O)C1=CCCN(C)C1,/,-10.7
C[C@H]1CN([C@@H](C)CO)C(=O)c2cc(NS(=O)(=O)c3cccs3)ccc2O[C@H]1CN(C)C(=O)NC1CCCCC1,/,3.9
COc1ccccc1-c1cnc2c(c1)C(=O)N([C@@H](C)CO)C[C@@H](C)[C@H](CN(C)Cc1cncnc1)O2,/,1.6
C[C@@H]1CN([C@@H](C)CO)C(=O)CCCn2cc(nn2)CO[C@@H]1CN(C)Cc1ccccc1C(=O)O,-4.2,/
COc1ccc(S(=O)(=O)N(C)C[C@@H]2Oc3c(NC(=O)Nc4c(C)noc4C)cccc3C(=O)N([C@H](C)CO)C[C@@H]2C)cc1,/,10.5
CN(C)CC(=O)Nc1ccc2c(c1)[C@@H]1C[C@H](CC(=O)N3CCN(C)CC3)O[C@@H](CO)[C@@H]1O2,/,21.3
C[C@H](CO)N1C[C@H](C)[C@@H](CN(C)S(=O)(=O)c2cn(C)cn2)Oc2ccc(NC(=O)Cc3cn(C)c4ccccc34)cc2CC1=O,/,-14.1
C[C@H]1CN([C@@H](C)CO)C(=O)Cc2cc(NC(=O)Cc3ccccc3)ccc2O[C@H]1CN(C)C,-1.6,/
C[C@H]1CCCCO[C@H](CN(C)S(=O)(=O)c2cn(C)cn2)[C@@H](C)CN([C@@H](C)CO)C(=O)c2cc(NS(=O)(=O)c3cn(C)cn3)ccc2O1,/,8.3
COc1cccc(NC(=O)CSc2nnc(-c3cccc(C)c3)n2-c2ccccc2)c1,5.3,-1.1
C[C@@H]1CN([C@H](C)CO)C(=O)Cc2cc(NC(=O)Nc3ccccc3)ccc2O[C@H]1CN(C)S(C)(=O)=O,0.7,/
C[C@H]1CN([C@@H](C)CO)C(=O)Cc2cc(NC(=O)Nc3ccccc3)ccc2O[C@@H]1CN(C)S(=O)(=O)c1ccccc1,0.9,/
COC(=O)C[C@@H]1C[C@@H]2c3cc(NC(=O)C4CCOCC4)ccc3O[C@@H]2[C@@H](CO)O1,/,11.6
COc1cccc(OC)c1C(=O)NC(=S)Nc1cccc(-c2nn3c(C)nnc3s2)c1,6.1,-64.1
Cc1noc(C)c1NC(=O)N(C)C[C@@H]1Oc2c(cccc2N(C)C)C(=O)N([C@H](C)CO)C[C@@H]1C,/,-2.4

Complete entries as entered above. Values in the order: STK33 inh	p53 PUMA act
CO[C@@H](C(=O)N(C)C[C@H]1OCc2ccccc2-c2c(n(C)c3ccccc23)C(=O)N([C@@H](C)CO)C[C@H]1C)c1ccccc1 across the screens: /	8.1
COC(=O)c1ccc(NC(=O)CSc2nnnn2-c2ccccc2OC)cc1 across the screens: 4.7	9.6
C[C@H](CO)N1C[C@H](C)[C@@H](CN(C)S(=O)(=O)c2cn(C)cn2)Oc2ccc(NC(=O)Cc3cn(C)c4ccccc34)cc2CC1=O across the screens: /	-14.1
C[C@H](CO)N1C[C@H](C)[C@H](CN(C)C(=O)CCCN(C)C)OCCCC[C@H](C)Oc2ccc(NS(C)(=O)=O)cc2C1=O across the screens: /	11.3
CN(C)CC(=O)Nc1ccc2c(c1)[C@@H]1C[C@H](CC(=O)N3CCN(C)CC3)O[C@@H](CO)[C@@H]1O2 across the screens: /	21.3

Next section:
mol,STK33 inh,p53 PUMA act
CC(C)NC(=O)N(C)C[C@H]1Oc2ccc(NC(=O)Nc3ccccc3)cc2CC(=O)N([C@@H](C)CO)C[C@H]1C,1.4,/
CCCN(C)C[C@@H]1Oc2cc(/C=C/c3ccccc3)ccc2S(=O)(=O)N([C@@H](C)CO)C[C@@H]1C,/,-10.3
COC(=O)c1c(NC(=S)N2CCN(Cc3c(C)nn(C)c3C)CC2)sc2c1CCC(C)C2 (centres undefined),-0.4,-11.3
C[C@@H]1CN([C@H](C)CO)C(=O)c2cc(NC(=O)Nc3ccc(F)cc3)ccc2O[C@@H]1CN(C)C(=O)NC1CCCCC1,/,-33.6
COc1ccc2c(c1)CCC1C2CC[C@@]2(C)C1CC[C@@H]2O (some centres undefined),-1.3,/
C[C@@H]1CN([C@H](C)CO)C(=O)CCCn2cc(nn2)CO[C@@H]1CN(C)C(=O)Nc1cccc(Oc2ccccn2)c1,1.5,8.3
COc1cccc2c1C(=O)c1c(O)c3c(c(O)c1C2=O)CC(O)(C(=O)CO)CC3OC1CC(N)C(O)C(C)O1 (centres undefined),/,-81.4
C[C@H](CO)N1C[C@H](C)[C@@H](CN(C)C(=O)Nc2ccccc2)Oc2ccc(NC(=O)NC3CCCCC3)cc2C1=O,/,6.4
C[C@H](CO)N1C[C@H](C)[C@H](CN(C)C(=O)Nc2ccc(C(F)(F)F)cc2)Oc2ccc(N(C)C)cc2CC1=O,-1.7,/
COc1ccc(NC(=O)N(C)C[C@H]2Oc3ccc(NC(=O)C4CC4)cc3CC(=O)N([C@@H](C)CO)C[C@@H]2C)cc1,-0.8,/
COCCOC(=O)N1C(=O)[C@@]2(c3ccccc31)[C@H](C(=O)Nc1nc3ccccc3s1)[C@H]1C(=O)O[C@H](c3ccccc3)[C@H](c3ccccc3)N1[C@@H]2c1ccc(OCCO)cc1,6.3,/
Cc1noc(C)c1S(=O)(=O)Nc1ccc2c(c1)CC(=O)N([C@@H](C)CO)C[C@@H](C)[C@@H](CN(C)Cc1ccc(C(=O)O)cc1)O2,-4.3,/
C[C@H]1CN([C@@H](C)CO)C(=O)c2cc(NC(=O)c3ccncc3)ccc2O[C@H]1CN(C)C(=O)Nc1cccc2ccccc12,1.0,/
C[C@H]1CN([C@@H](C)CO)C(=O)Cc2cc(NC(=O)NC3CCCCC3)ccc2O[C@@H]1CN(C)Cc1ccc2c(c1)OCO2,-1.8,-3.7
C[C@@H]1CCCCO[C@H](CN(C)S(=O)(=O)c2cccs2)[C@@H](C)CN([C@@H](C)CO)C(=O)c2cc(NC(=O)CCC(F)(F)F)ccc2O1,/,-4.8

Next structures follow.
The line under a structure holds: STK33 inh, p53 PUMA act
- O=C(CSc1nnnn1-c1ccccc1)Nc1cc(Cl)c(Cl)cc1Cl
 : 2.3, -14.2
- C[C@@H]1CN([C@H](C)CO)C(=O)c2cccc(NS(=O)(=O)c3ccc(Cl)cc3)c2O[C@H]1CN(C)C(=O)Nc1ccc(C(F)(F)F)cc1
 : /, 3.8
- COc1ccc(S(=O)(=O)Nc2ccc3c(c2)C(=O)N([C@@H](C)CO)C[C@H](C)[C@@H](CN(C)C(=O)Nc2ccc(C(F)(F)F)cc2)O3)cc1
 : 3.6, /
- COc1ccc(NC(=O)Nc2ccc3c(c2)C(=O)N([C@@H](C)CO)C[C@H](C)[C@H](CN(C)S(=O)(=O)c2cn(C)cn2)O3)cc1
 : /, 0.7
- C[C@@H]1CN([C@@H](C)CO)S(=O)(=O)c2ccc(C#CC3CCCC3)cc2O[C@@H]1CN(C)C(=O)c1cccc(F)c1
 : /, -8.8
- C[C@H](CO)N1C[C@H](C)[C@H](CN(C)C(=O)Nc2ccccc2)Oc2ccc(NC(=O)C3CCCCC3)cc2CC1=O
 : 0.7, /
- CCOC(=O)c1cc(NC(=O)CSc2nc3ccccc3[nH]2)ccc1Cl
 : -1.2, -1.8
- C[C@@H]1CN([C@@H](C)CO)C(=O)CCCn2nncc2CO[C@H]1CN(C)S(=O)(=O)c1ccc(-c2ccccc2)cc1
 : 2.1, /
- COc1ccc(S(=O)(=O)N(C)C[C@H]2Oc3ccc(NC(=O)Nc4c(C)noc4C)cc3CC(=O)N([C@@H](C)CO)C[C@@H]2C)cc1
 : 1.5, /
- OCC1OC(Oc2cc(O)cc(/C=C/c3ccccc3)c2)C(O)C(O)C1O (centres undefined)
 : -1.7, 41.2
- Cc1ccc(S(=O)(=O)N(C)C[C@@H]2Oc3ccc(NS(=O)(=O)c4cccs4)cc3C(=O)N([C@@H](C)CO)C[C@@H]2C)cc1
 : -0.1, /
- C[C@H](CO)N1C[C@H](C)[C@@H](CN(C)C(=O)Nc2ccccc2)Oc2c(NS(=O)(=O)c3ccc(Cl)cc3)cccc2C1=O
 : -2.4, /
- C[C@H]1CN([C@@H](C)CO)C(=O)c2cc(NC(=O)NC3CCCCC3)ccc2O[C@H]1CN(C)Cc1ccncc1
 : -1.5, -57.2
- COc1ccc(OC)c(S(=O)(=O)ON2C(=O)c3ccccc3C2=O)c1
 : -0.8, -7.8
- C[C@H](CO)N1C[C@H](C)[C@H](CN(C)C(=O)Nc2ccc3c(c2)OCO3)Oc2c(NC(=O)NC3CCCCC3)cccc2C1=O
 : /, -7.9
- CNc1nc(SC(C)C(=O)OC)nc(N2CCOCC2)n1 (centres undefined)
 : 2.9, 2.6
- Cc1ccc([N+](=O)[O-])c(OCCCN2C(=O)NC(C)(C)C2=O)c1
 : -2.8, -2.1
- CC(C)NC(=O)Nc1ccc2c(c1)C(=O)N([C@H](C)CO)C[C@H](C)[C@@H](CN(C)C(=O)NC(C)C)OCCCC[C@@H](C)O2
 : 1.0, /
- COc1ccccc1NC(=O)C1=C(C)Nc2ncnn2C1c1ccc(C(=O)O)cc1 (centres undefined)
 : -1.4, 4.5
- N#Cc1c(NC(=O)c2ccc(Cn3cc(Br)cn3)o2)sc2c1CCCCCC2
 : -0.5, 1.7
- COc1ccc(NC(=O)C(C)N(c2ccc(C)c(C)c2)S(C)(=O)=O)cc1Cl (centres undefined)
 : -2.3, -6.3
- C[C@@H]1CN([C@H](C)CO)C(=O)c2cc(C#CCC3CCCC3)cnc2O[C@H]1CN(C)Cc1ccccn1
 : /, 8.2
- C[C@@H]1CN([C@H](C)CO)C(=O)c2cc(NS(C)(=O)=O)ccc2O[C@@H](C)CCCCO[C@@H]1CN(C)C(=O)C1CCCCC1
 : /, 6.3

Screens deposited in PubChem BioAssay by Broad Institute.
